Screens from PubChem BioAssay.
KCNQ1 act = potentiators or activators of KCNQ1 channel, primary screen, cell-based, thallium flux, high-throughput; CHO-K1 KCNQ1, thallium flux FluxOR fluorescence; stronger effect = higher value; B-score at 10 µM; hit rate 0.35% among 310,000; AID 2648, 2010;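 active = fluorescence ratio B-score, a plate-corrected score, at least three library SD, with initial intensity B-score within 5 SD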
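Assay system: stable KCNQ1 CHO-K1 line; medium: assay buffer, equal DMSO in all wells; timing: 90 min dye loading and 20 min compound exposure, both at room temperature; technique: kinetic FluxOR thallium fluorescence, 10-s 1-Hz baseline, 110-s post-stimulus read; read-out basis: B score of baseline-normalized fluorescence ratio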
HDAC3 inhib = HDAC3 deacetylase inhibitors, primary screen, biochemical, fluorescence, cell-free homogeneous. Histone deacetylase 3 (Homo sapiens), O15379. recombinant HDAC3, fluorogenic peptide/trypsin coupled. inhibition, % at 8.3 µM. hit rate 0.15% among 320,000; in the data active = inhibition above about 26%, passing the limit was not always enough
SKKanGAS inh = S. pyogenes SKKanGAS growth inhibitors in kanamycin, primary screen, streptokinase expression inhibitor project, SKKanGAS strain, BacTiter-Glo luminescence | 6 h | inhibition, % at 7.5 µM | hit rate 1.3% among 300,000 | AID 1662, 2009;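 active = mean replicate score, as percent of positive control median, at least 50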;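 note: strain carries kanamycin resistance gene driven by streptokinase promoter and grows in 40 µg/ml kanamycin; loss of luminescence reflects streptokinase promoter inhibition or plain growth inhibition; 0% = median of DMSO wells and 100% = positive control at its reference dose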
RGS4 act = RGS4 potentiators or activators, primary screen, cell-based, HEK293 M3R inducible RGS4, calcium flux; AID 463111, 2010; B-score at 10 µM; hit rate 0.92% among 310,000; carbachol calcium flux Fluo4; stronger effect = lower value;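 active = B-score of the integrated calcium signal more than 4 SD below the library mean, with starting fluorescence not abnormally high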;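 note: negative B-score means reduced calcium response which marks RGS4 activation or potentiation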
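System – HEK293 FlpIn-TREx cells, stable M3R, doxycycline-inducible RGS4 · Reagent – ECmax carbachol challenge · Times – compound preincubation 20 min at room temperature before agonist · Technique – Fluo4 fluorescence kinetic imaging of calcium · Measure – B score of integrated Fluo4 ratio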
ANO1 activ = TMEM16A chloride channel activators or potentiators, primary screen, cell-based, HTS; B-score at 10 µM; AID 623877, 2012; Anoctamin-1 (Mus musculus), Q8BHY3; HEK293 TMEM16A/YFP-H148Q/I152L, iodide quench fluorescence; stronger effect = lower value; hit rate 0.3% among 340,000;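 active = fluorescence-ratio B-score plate-corrected deviation score at least 3 library SD below zero, with starting fluorescence score within 5 deviations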;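 note: channel opened by trigger with iodide after compound preincubation; score built on the fluorescence ratio of max minus min over baseline; more negative score means more quench and so TMEM16A activation or potentiation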
Target sequence (Q8BHY3 whole entry, looked up): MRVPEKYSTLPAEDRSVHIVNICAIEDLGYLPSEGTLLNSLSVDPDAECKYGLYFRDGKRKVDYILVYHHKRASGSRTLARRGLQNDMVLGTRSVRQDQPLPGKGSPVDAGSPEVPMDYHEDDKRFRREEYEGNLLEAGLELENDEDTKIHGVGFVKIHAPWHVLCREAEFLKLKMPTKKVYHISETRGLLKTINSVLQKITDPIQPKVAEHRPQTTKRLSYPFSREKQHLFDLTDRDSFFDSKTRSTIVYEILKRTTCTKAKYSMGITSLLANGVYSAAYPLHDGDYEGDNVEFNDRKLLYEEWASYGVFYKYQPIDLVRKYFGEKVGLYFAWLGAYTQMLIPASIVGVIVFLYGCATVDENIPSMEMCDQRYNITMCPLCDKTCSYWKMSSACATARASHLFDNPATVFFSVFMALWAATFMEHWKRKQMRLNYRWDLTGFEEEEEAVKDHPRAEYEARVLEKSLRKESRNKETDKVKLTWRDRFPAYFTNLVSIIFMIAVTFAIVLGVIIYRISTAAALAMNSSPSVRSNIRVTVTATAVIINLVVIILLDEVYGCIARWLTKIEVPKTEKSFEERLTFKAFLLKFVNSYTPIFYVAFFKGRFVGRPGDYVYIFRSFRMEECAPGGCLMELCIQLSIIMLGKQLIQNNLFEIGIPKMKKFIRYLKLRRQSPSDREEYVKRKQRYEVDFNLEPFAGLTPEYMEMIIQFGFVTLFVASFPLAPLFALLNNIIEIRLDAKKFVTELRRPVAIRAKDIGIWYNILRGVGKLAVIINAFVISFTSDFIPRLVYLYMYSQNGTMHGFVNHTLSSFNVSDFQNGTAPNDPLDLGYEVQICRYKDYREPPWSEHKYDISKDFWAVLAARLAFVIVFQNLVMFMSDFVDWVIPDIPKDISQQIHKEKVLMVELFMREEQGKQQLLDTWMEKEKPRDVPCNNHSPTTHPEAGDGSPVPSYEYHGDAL
KCNQ1 block = inhibitors of human KCNQ1 channel, primary screen, cell-based, thallium flux, high-throughput | CHO-K1 KCNQ1, FluxOR thallium flux fluorescence; stronger effect = higher value | B-score at 10 µM | hit rate 1.3% among 310,000 | AID 2642, 2010;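 active = compounds whose thallium flux B-score, printed positive for inhibition, exceeds three library SD while starting fluorescence stays within three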;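 note: channel opened by potassium depolarization with thallium stimulus after 20 min compound exposure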
KCNK9 inh = KCNK9 potassium channel inhibitors, primary screen, HEK293 cells, thallium flux; Potassium channel subfamily K member 9 (Homo sapiens), Q9NPC2; FluxOR thallium flux fluorescence; stronger effect = lower value; B-score at 10 µM; hit rate 1.2% among 310,000;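 active = ratio B-score over 3 SD below the library mean, with starting fluorescence within 5 SD of its mean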;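 note: negative B-score means less thallium flux so channel inhibition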
RGS4 inh = RGS4 inhibitors, primary screen, cell-based, HEK293 M3R inducible RGS4, calcium flux; B-score at 10 µM; Regulator of G-protein signaling 4 (Homo sapiens), P49798; hit rate 0.45% among 310,000; Fluo-4 calcium flux; stronger effect = higher value; triggered by carbachol at its EC20;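 active = B-score, a plate-corrected calcium signal, over three deviations above library mean, with baseline fluorescence within five deviations of library mean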;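 note: RGS4 expression induced by doxycycline in cells with stable M3 receptor; B-score is computed from the integrated fluorescence ratio over baseline after carbachol; higher B-score means a larger calcium signal and so more RGS4 inhibition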
KCNK3 block = human KCNK3 channel inhibitors, primary screen, CHO cells, FluxOR thallium flux, B-score; FluxOR fluorescence; stronger effect = lower value; hit rate 0.84% among 340,000; B-score at 10 µM; Potassium channel subfamily K member 3 (Homo sapiens), O14649; AID 602410, 2012;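 active = B-score under library mean minus 4 SD, starting fluorescence ratio at most library mean plus 5 SD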;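 note: more negative B-score means stronger inhibition of thallium flux through KCNK3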
ANO1 block = TMEM16A chloride channel inhibitors, primary screen, cell-based, HTS; Anoctamin-1 (Mus musculus), Q8BHY3; normalized B-score (activity score, 25-100; higher = stronger inhibition) at 10 µM; HEK293 TMEM16A/YFP iodide influx fluorescence, ionomycin; hit rate 1.2% among 310,000;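 active = ratio plate-corrected score three or more library SD toward inhibition, starting fluorescence score within five deviations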;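 note: score derived from kinetic fluorescence span divided by baseline fluorescence per well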
hERG protect = hERG rescue from dofetilide block, primary screen, cell-based, CHO-hERG, FluxOR thallium flux, dofetilide IC70; Voltage-gated inwardly rectifying potassium channel KCNH2 (Homo sapiens), Q12809; activation (rescue from dofetilide block), less the hit threshold, % at 10 µM; hit rate 0.51% among 310,000; dofetilide IC70 present; AID 1511, 2009;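 active = activation above the mean of controls blocked by dofetilide plus 5 SD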;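 note: thallium influx through hERG after potassium depolarization seen as dye fluorescence rise; in these data hits start at about 4.7%; inactives centre near -7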
The depositor's hits bear a star; i = inactive; · = not tested or not shown.

SMILES	KCNQ1 act	HDAC3 inhib	SKKanGAS inh	RGS4 act	ANO1 activ	KCNQ1 block	KCNK9 inh	RGS4 inh	KCNK3 block	ANO1 block	hERG protect
COc1ccc(N2CCn3c2nc2c3c(=O)n(CCc3ccccc3)c(=O)n2C)c(OC)c1	i	·	6	i	·	i	i	i	·	·	-15
Cc1nnc(NC(=O)CSc2ccc(-c3ccc(Cl)cc3)nn2)s1	i	-8	-13	i	i	i	i	i	i	i	-10
CCN(C(=O)Cc1c(C(=O)O)n(C)c2ccccc12)c1ccc(F)cc1	i	-13	3	i	i	i	i	i	i	i	-9
O=C(Cn1ncc2c3ccccc3n(Cc3ccccc3F)c2c1=O)NC1CC1	i	3	3	i	i	i	i	i	i	i	-1
C=CCSc1nnc(NC(=O)CSc2nc3ccccc3o2)s1	i	3	3	i	i	i	i	i	i	i	-9
Cn1c(SCc2cc(=O)[nH]c(C(C)(C)C)n2)nnc1C(F)(F)F	i	0	1	i	i	i	i	i	i	i	-8
CCN1CCN(S(=O)(=O)c2ccc(Cl)c(C(=O)N(CC)CC(=O)Nc3ccc(OC)cc3)c2)CC1	i	1	-6	i	i	i	i	i	i	i	-6
COc1ccc(/C=C2/SC(=O)N(CCNC(=O)C3CCCN3C(=O)c3cccs3)C2=O)cc1 (stereo not drawn)	i	2	3	i	i	i	i	i	i	i	-6
COc1ccc(CC(=O)Nc2nccs2)cc1OC	i	-1	2	i	i	i	i	i	i	i	-6
CCOc1ccc(CCNC(=O)C2CCN(c3ccc(N4CCOCC4)nn3)CC2)cc1OCC	i	-11	0	i	i	i	i	i	i	i	-6
Cc1cc(NC(=O)CSc2nc3ccccc3c(=O)n2C(C)c2ccccc2)no1 (stereo not drawn)	i	-1	-2	i	i	i	i	i	i	i	-6
FC(F)Sc1nnc(-c2cccs2)n1-c1ccccc1	i	-5	-4	i	i	i	i	i	i	i	-4
COc1ccc(CN2C(=O)C(O)(CC(=O)c3ccc4c(c3)OCO4)c3ccccc32)cc1OC (stereo not drawn)	i	13	15	i	i	i	i	i	i	i	-14
O=C(Nc1cccnc1)c1cc(S(=O)(=O)N2CCCCC2)c(Cl)cc1Cl	i	2	-3	i	i	i	i	i	i	i	-6
Cc1ccc(C)c(-n2c(SCC(=O)NCC3CCCO3)nnc2-c2ccoc2C)c1 (stereo not drawn)	i	1	-5	i	i	i	i	i	i	i	-8
CCOc1ccccc1N1CC(C(=O)Nc2nccs2)CC1=O (stereo not drawn)	i	-8	-4	i	i	i	i	i	i	i	-10
CCOc1cc(C)c(Cl)cc1S(=O)(=O)NCC1CCCO1 (stereo not drawn)	·	-1	2	·	i	·	·	·	i	i	·
CCn1cc(/C=C(\NC(=O)c2ccccc2F)C(=O)N2CCCC2)c2ccccc21	i	8	4	i	i	i	i	i	i	i	-19
CC(C)(C)c1cc(C(=O)N/N=C/c2ccc(-c3ccccc3[N+](=O)[O-])o2)n[nH]1	i	9	2	i	i	i	i	i	i	i	-15
COc1ccc(-c2nc(-c3cccc(C)c3)[nH]c(=O)c2C#N)cc1	i	0	30	i	i	i	i	i	i	i	-1
Cn1c(Cc2ccccc2)nnc1SCC(=O)N1CCOCC1	i	3	-10	i	i	i	i	i	i	i	-19
O=C(O)Cc1sc(Nc2ccc(F)cc2)nc1-c1cccs1	i	1	4	i	i	i	i	i	i	i	-11
O=[N+]([O-])c1cccc(Cl)c1NCCNS(=O)(=O)c1ccc(Cl)cc1	i	0	3	i	i	i	i	i	i	i	-6
COc1ccc(N2CCN(C(=O)c3sc4ncn(CC(=O)N5CCCCC5)c(=O)c4c3C)CC2)cc1	i	1	1	i	i	i	i	i	i	i	-6
COc1cccc(N2CCN(C(=O)CC(C)(C)CC3=NS(=O)(=O)c4ccccc4N3)CC2)c1	i	-4	14	i	i	i	i	i	i	i	-14
CC(=O)N(C(C)=O)c1ncnc2c1c(-c1ccc(Cl)cc1)nn2C(C)(C)C	i	-15	1	i	i	i	i	i	i	i	-14
Cn1c(=O)[nH]c(=O)c2c1nc(CN1CCN(c3cccc(Cl)c3)CC1)n2CCCc1ccccc1	i	-7	25	i	i	i	i	i	i	i	-6
CC(OC(=O)Cn1[nH]c(=O)c2ccccc2c1=O)C(=O)Nc1cccc(Cl)c1 (stereo not drawn)	i	-1	18	i	i	i	i	i	i	i	-7
Cc1ccc(C)n1-c1ccc(NC(=O)c2ccccc2)cc1	i	8	8	i	i	i	i	i	i	i	-16
CCOC(=O)c1c(/N=C/C2C(=O)CCCC2=O)sc2c1CCCC2	i	-4	3	i	i	i	i	i	i	i	-8
Cc1nc2sc(C(c3ccco3)N3CCN(C(c4ccccc4)c4ccccc4)CC3)c(O)n2n1 (stereo not drawn)	i	3	5	i	i	i	i	i	i	i	-16
CCCn1c(N)c(C(=O)CSc2nnc(-c3ccco3)n2Cc2ccccc2)c(=O)[nH]c1=O	i	1	-6	i	i	i	i	i	i	i	-16
Cc1nn(C)c(C)c1NC(=O)CSc1nc(C2CC2)nc2c1cnn2-c1ccccc1	i	-8	-5	i	i	i	i	i	i	i	-16
O=C(Nc1ccc2c(c1)OCCO2)c1ccc2nccnc2c1	i	5	-1	i	i	i	i	i	i	i	-6
COC(=O)C1=C(C)Nc2ccc(C)cc2S1	i	-2	3	i	i	i	i	i	i	i	-11
Nn1cc(-c2ccccc2)nc1SCC(=O)N1CCN(S(=O)(=O)c2ccccc2)CC1	i	-3	2	i	i	i	i	i	i	i	-13
Cc1ccc2nc(CSc3nnc(Nc4ccccc4C)s3)cc(=O)n2c1	i	2	13	i	i	i	i	i	i	i	-6
Cc1c(NC(=O)c2cccc(-c3cc4ccccc4oc3=O)c2)cccc1-c1nc2ncccc2o1	i	·	22	i	i	i	i	i	i	i	-8
Cc1ccc(S(=O)(=O)N(C)c2ccc(C(=O)N(CC(C)C)C3CCS(=O)(=O)C3)cc2)cc1 (stereo not drawn)	i	5	-11	i	i	i	i	i	i	i	-4
Cn1c(SCc2nc3ccccc3[nH]2)nnc1-c1ccccn1	i	7	-13	i	i	i	i	i	i	i	-6
COC(=O)c1cccc(C23CC4(C2)[C@H](CN(Cc2ccc(C(F)(F)F)cc2)[C@@H]4c2ccccc2)C3c2ccccc2)c1 (stereo partly drawn)	i	-4	4	i	i	i	i	i	i	i	-11
CC(O)CSc1nc2c(c(=O)[nH]c(=O)n2C)n1Cc1ccccc1 (stereo not drawn)	i	-5	4	i	i	i	i	i	i	i	-8
COc1ccnc(Oc2ccccc2)c1C(=O)N/C=N/OCc1ccccc1F	i	0	-10	i	i	i	i	i	i	i	-31
COc1ccc2cc(C(=O)N3CCN(c4cccc(C)c4C)CC3)[nH]c2c1	i	4	13	i	·	i	i	i	i	i	-13
CN(Cc1ccccc1)Cc1nc2c(c(=O)n(C)c(=O)n2C)n1CCCc1ccccc1	i	3	12	i	i	i	i	i	i	i	-12
O=C(NCCc1nnc2ccc(NCc3ccccc3Cl)nn12)c1ccccc1	i	-11	4	i	i	i	i	i	i	i	-12
Cc1ccnc(SCC(=O)c2cccc([N+](=O)[O-])c2)n1	i	2	2	i	i	i	i	i	i	i	-9
COC(=O)c1cn(NC(=O)Cn2nc([N+](=O)[O-])c(Cl)c2C)c(=O)c2ccccc12	i	15	15	i	i	i	i	i	i	i	-11
C=CCN1C(=O)C(Cc2ccc(F)cc2)S/C1=N/N=C/c1cccs1 (stereo not drawn)	i	-4	10	i	i	i	i	i	i	i	-5
Cc1ccccc1OCCn1c(=O)oc2ccccc21	i	1	3	i	i	i	i	i	i	i	-8
CCC(=O)Nc1ccc(S(=O)(=O)Nc2c(C)nc3nc[nH]n3c2=O)cc1	i	1	-3	i	i	i	i	i	i	i	-8
O=c1nc2c(-c3cccc(Br)c3)n[nH]n2c2ccccc12	i	1	14	i	i	i	i	i	i	i	-1
CCc1ccc(-n2nc3cc(C)c(N)cc3n2)cc1	i	-61	12	i	i	i	i	i	i	i	-9
COc1ccc(Cl)cc1NC(=O)CN(C)C(=O)c1ccc(COc2ccccc2)cc1	i	5	3	i	i	i	i	i	i	i	-12
CCOC(=O)CSc1cc(CS(=O)c2ccc(Cl)cc2)nc(-c2ccccc2)n1 (stereo not drawn)	i	0	-1	i	i	i	i	i	i	i	-9
O=C1N=c2ccccc2=C1c1sc(Nc2cccc(O)c2)nc1O	i	0	37	i	i	i	i	i	i	i	-7
Cn1c(SCC(=O)O)nc2sc3c(c2c1=O)CCC3	i	16	0	i	i	i	i	i	i	i	-1
CCN(CC)CCNC(=O)c1ccc(NC(=O)c2ccc(F)cc2)cc1	i	·	-9	i	i	i	i	i	i	i	-15
Cc1ccc(/C=N/Nc2ccc(C(=O)O)cc2)s1	i	3	22	i	i	i	i	i	i	i	-13
CCn1c(SCc2c(F)cccc2Cl)nnc1-c1ccco1	i	3	6	i	i	i	i	i	i	i	-15

The results go on.
SMILES	KCNQ1 act	HDAC3 inhib	SKKanGAS inh	RGS4 act	ANO1 activ	KCNQ1 block	KCNK9 inh	RGS4 inh	KCNK3 block	ANO1 block	hERG protect
Cc1cccc(OCC(=O)Nc2ccc(S(=O)(=O)Nc3ccccn3)cc2)c1	i	-4	10	i	i	i	i	i	i	i	-4
CC(C)(C)c1ccc(OC(=O)c2ccc3nsnc3c2)cc1	i	0	9	i	i	i	i	i	i	i	-9
CCN(CCn1cccn1)C(=O)c1cc(COc2ccc(F)c(F)c2)on1	i	-3	-3	i	i	i	i	i	i	i	-9
COc1ccc(-c2c(S(=O)(=O)c3ccccc3)cnn2-c2ccccc2)cc1	i	3	-6	i	i	i	i	i	i	i	-14
Cc1ccccc1C(=O)Nc1ccnn1C1CCN(C(=O)C2CCOC2)CC1 (stereo not drawn)	i	-14	-3	i	i	i	i	i	i	i	-5

Not a hit list. About 6.3% of those tested had a hit in this group.
